NCOA3 inh = inhibits human SRC3 coactivator. Q9Y6Q9. HEK293 GAL4-SRC3 luciferase reporter, luminescence. inhibition, % at 3.6 µM. actives 0.17% (n = 360,000). AID 588352;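 active means inhibition above a per-campaign cutoff, the mean of all compounds plus 3 SD, cut at about 60% in these data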;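 further: 0% = DMSO-treated cells and 100% = gossypol-treated cells at 36 µM; higher means less SRC3-driven luciferase light from the GAL4 reporter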
EBV LMP1 NFkB = inhibitors of Epstein-Barr LMP1-induced NF-kappaB reporter; LMP1-induced NF-kappaB luciferase reporter cells, luminescence; inhibition, % at 12.5 µM; actives 0.69% (n = 350,000); in the data active means inhibition above about 41%;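 further: 0% = neutral control wells and 100% = reference inhibitor control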
COUP-TFII inh = NR2F2 (human) inhibition, primary screen; actives 0.7% (n = 370,000); AID 686940; HEK293T NGFI-A luciferase reporter, luminescence; inhibition, % at 8.6 µM;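 active means inhibition above a per-plate cutoff, mean inhibition of test wells between control levels plus 3 SD, cut at about 38% in these data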;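 further: cells cotransfected with COUP-TFII expression vector driving the NGFI-A reporter; 0% = median of COUP-TF2 test wells and 100% = reporter-only cells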
SRC1 inh = inhibits human SRC1 coactivator. inhibition, % at 3.6 µM. AID 588354. Q15788. actives 0.12% (n = 360,000). HEK293 GAL4-SRC1 luciferase reporter, luminescence;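 active means inhibition above the campaign mean plus 3 SD, with each screening campaign given its own cutoff, cut at about 60% in these data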;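 further: 0% = DMSO treated cells and 100% = gossypol at 36 µM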
Target sequence (Q15788 whole entry, looked up, the tested form may be a part): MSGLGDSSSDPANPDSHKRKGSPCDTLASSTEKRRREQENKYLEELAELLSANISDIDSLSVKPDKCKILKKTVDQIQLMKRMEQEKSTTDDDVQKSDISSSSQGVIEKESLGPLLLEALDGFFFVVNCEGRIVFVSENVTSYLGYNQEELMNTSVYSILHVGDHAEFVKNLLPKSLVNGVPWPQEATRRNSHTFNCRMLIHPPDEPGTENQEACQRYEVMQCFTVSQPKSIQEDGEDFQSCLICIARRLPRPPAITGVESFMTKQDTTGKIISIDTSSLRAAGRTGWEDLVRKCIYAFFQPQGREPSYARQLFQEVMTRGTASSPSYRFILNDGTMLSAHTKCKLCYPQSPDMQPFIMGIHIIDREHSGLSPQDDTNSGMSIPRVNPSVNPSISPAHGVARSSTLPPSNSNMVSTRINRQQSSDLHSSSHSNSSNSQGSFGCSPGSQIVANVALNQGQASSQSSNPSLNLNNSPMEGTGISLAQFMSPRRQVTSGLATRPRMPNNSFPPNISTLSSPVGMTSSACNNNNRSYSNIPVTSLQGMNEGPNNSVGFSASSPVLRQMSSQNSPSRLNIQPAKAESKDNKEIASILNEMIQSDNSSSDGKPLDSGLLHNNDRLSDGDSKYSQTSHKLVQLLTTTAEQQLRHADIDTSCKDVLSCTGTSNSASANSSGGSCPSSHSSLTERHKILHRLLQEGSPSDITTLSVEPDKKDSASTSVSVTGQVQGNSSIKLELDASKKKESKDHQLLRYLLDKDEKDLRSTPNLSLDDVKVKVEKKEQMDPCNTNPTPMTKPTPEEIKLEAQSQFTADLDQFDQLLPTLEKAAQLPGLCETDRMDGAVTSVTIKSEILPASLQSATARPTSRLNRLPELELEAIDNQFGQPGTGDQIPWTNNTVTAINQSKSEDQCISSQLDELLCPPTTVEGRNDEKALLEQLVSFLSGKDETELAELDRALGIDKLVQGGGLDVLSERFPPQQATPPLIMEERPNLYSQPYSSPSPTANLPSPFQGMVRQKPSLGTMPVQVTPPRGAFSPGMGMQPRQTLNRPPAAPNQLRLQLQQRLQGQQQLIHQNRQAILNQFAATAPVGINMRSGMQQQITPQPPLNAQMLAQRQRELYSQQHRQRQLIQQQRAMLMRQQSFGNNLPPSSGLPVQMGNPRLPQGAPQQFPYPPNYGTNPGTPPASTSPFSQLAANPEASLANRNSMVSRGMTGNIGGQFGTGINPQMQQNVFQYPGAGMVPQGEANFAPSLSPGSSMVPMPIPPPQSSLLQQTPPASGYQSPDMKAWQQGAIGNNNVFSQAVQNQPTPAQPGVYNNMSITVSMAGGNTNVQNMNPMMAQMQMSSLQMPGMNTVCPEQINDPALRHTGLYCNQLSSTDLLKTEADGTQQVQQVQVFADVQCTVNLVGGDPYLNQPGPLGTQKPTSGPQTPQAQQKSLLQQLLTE
C8 TRAIL sens = caspase-8 TRAIL sensitization; actives 1% (n = 360,000); NB7+C8 cells + TRAIL, ATPlite viability luminescence; inhibition (viability loss, TRAIL sensitization), % at 10 µM;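 active means compounds causing at least 50% loss of cell viability in the single-dose screen, relative to plate controls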
LRH-1 inv ag = inverse agonists of human LRH-1 (NR5A2). inhibition, % at 3.6 µM. O00482. actives 0.13% (n = 360,000). AID 602396. HEK293T StAR-luciferase reporter, LRH-1 transfected, 24 h;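 active means inhibition above the mean inhibition of all tested compounds plus 3 SD, cut at about 73% in these data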;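 further: 0% = DMSO wells and 100% = reporter-only cells lacking LRH-1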
TLR9-MyD88 inh = TLR9-MyD88 interaction inhibition. CHO BLA complementation TLR9-MyD88, CCF4 FRET ratio. inhibition, % at 4.98 µM. actives 0.21% (n = 340,000). AID 504734;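 active means inhibition above the mean over all tested compounds plus 3 SD, cut at about 21% in these data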;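 further: 0% = DMSO only wells and 100% = clavulanate BLA inhibitor control wells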
TROY NFkB inh = inhibitors of TROY-dependent NF-kB signaling; Q293 LMP1-TROYcd NF-kB luciferase reporter, 4 h; inhibition, % at 10 µM; actives 0.98% (n = 360,000);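 active means compounds whose plate-normalised and pattern-corrected inhibition of the luciferase reporter signal at the single screening dose is 50% or more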
Vif inh = inhibitors of HIV Vif; HEK293T cells, Vif self-association by quenched fluorescence, imaging, 24 h; inhibition, % at 7.49 µM; actives 0.35% (n = 340,000); in the data active means inhibition above about 50%, passing the limit was not always enough; further: some results filed as inactive read as strong as hits
NOD2-RIPK2 inh = NOD2-RIPK2 protein interaction inhibition; O43353; CHO BLA complementation NOD2-RIPK2, CCF4 ratio; inhibition, % at 4.98 µM; actives 0.38% (n = 360,000); AID 624267; in the data active means inhibition above about 21%;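 further: 0% = vehicle only and 100% = reference blocker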
SRC2 inh = human SRC2 (NCOA2) inhibition | Q15596 | HEK293 GAL4-SRC2 luciferase reporter, luminescence | inhibition, % at 9 µM | actives 0.17% (n = 370,000) | AID 651957;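 active means inhibition above the mean inhibition of all tested compounds plus 3 SD, set per campaign, cut at about 52% in these data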;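 further: 0% = DMSO treated cells and 100% = cells given Gossypol at 36 µM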
An asterisk follows results filed as active; . = no result given.

smiles | NCOA3 inh | EBV LMP1 NFkB | COUP-TFII inh | SRC1 inh | C8 TRAIL sens | LRH-1 inv ag | TLR9-MyD88 inh | TROY NFkB inh | Vif inh | NOD2-RIPK2 inh | SRC2 inh
CCC1=NN(C(=O)Cc2ccc([N+](=O)[O-])cc2)C(O)(c2ccc(Br)cc2)C1 (centres undefined) | 17.4 | 6.2 | -20.9 | 11.4 | -2.5 | -7.2 | -0.4 | -26.5 | -3.4 | -4.9 | -9.3
CN1C(C(=O)Nc2ncccn2)=C(O)c2ccccc2S1(=O)=O | -5.4 | 5.2 | 2.8 | 10.5 | -2.8 | 4.2 | -7.6 | -2.4 | 5.6 | 4.0 | 14.2
O=S(=O)(Nc1cccc(-c2cn3cccnc3n2)c1)c1ccc(F)cc1 | 13.9 | 0.3 | 32.4 | 6.6 | 16.7 | 8.8 | 0.4 | 6.0 | -7.5 | -1.2 | -1.4
CCN(CC)Cc1oc(CO)cc(=O)c1O | 24.5 | -1.6 | 2.0 | -7.1 | -6.4 | 8.7 | -2.8 | -6.6 | -0.1 | -7.7 | -10.0
C[C@@H]1CN([C@H](C)CO)S(=O)(=O)c2ccc(C#Cc3cccc(F)c3)cc2O[C@@H]1CN(C)C(=O)CN1CCOCC1 | -15.6 | 3.2 | 13.8 | 2.3 | -9.9 | 13.7 | -12.7 | -0.9 | 3.2 | -1.9 | -27.3
CCO[C@H]1OC(C(=O)N2CCN(Cc3ccc4c(c3)OCO4)CC2)=C[C@@H](c2ccc3c(c2)OCO3)[C@@H]1CCCO | -11.2 | 9.3 | 8.8 | -0.5 | -6.6 | -13.6 | -3.6 | -14.3 | -0.7 | 1.7 | 10.8
CCc1ccccc1NC(=O)CCCN1C(=O)C2CC=CCC2C1=O (centres undefined) | 15.6 | -2.5 | 1.7 | 1.3 | -24.4 | -34.1 | -7.2 | 23.2 | 4.9 | -6.3 | 17.0
O=C(COc1ccc(Cl)cc1)N(Cc1ccc(F)cc1)C1CCS(=O)(=O)C1 (centres undefined) | 8.5 | -5.2 | -3.5 | -2.6 | -10.2 | -1.0 | 2.0 | -15.3 | -7.4 | -2.2 | -0.7
COc1ccc(CCNS(=O)(=O)CCNC(=O)c2ccc3c(c2)OCO3)cc1 | 1.0 | 5.9 | 17.6 | 5.9 | -20.5 | 2.2 | 5.2 | -1.0 | -7.6 | 7.2 | -23.6
CCCCCCCCN1C(=O)N(C)C(N(O)C(=O)NC)C1(C)C (centres undefined) | 13.8 | -4.3 | . | -15.2 | 4.7 | -10.1 | -0.1 | -10.0 | -4.3 | -4.2 | .
CC(C)(C)SCCNS(=O)(=O)c1ccc(Cl)cc1 | 15.1 | -0.4 | -10.5 | 7.8 | -8.7 | -5.3 | . | -14.6 | 4.5 | -13.0 | -7.4
CC1(C(=O)NS(=O)(=O)c2ccccc2Cl)CCN1C(=O)CCc1ccccc1 (centres undefined) | -8.8 | . | -18.5 | -11.7 | 3.0 | -14.0 | . | 7.4 | -6.5 | 1.5 | 2.4
O=C(N/N=C/c1ccco1)C1COc2ccccc2O1 (centres undefined) | 9.8 | -2.9 | -3.2 | -11.0 | -4.4 | 8.1 | 5.8 | -25.0 | 3.7 | 1.2 | 11.8
CC(OC(=O)Cc1coc2cc3c(cc12)CCC3)C(=O)NCc1ccc2c(c1)OCO2 (centres undefined) | 1.5 | 7.3 | -12.7 | -3.5 | 2.9 | 4.3 | -1.8 | 13.4 | -8.5 | 5.5 | -8.8
CCc1noc(C)c1C(=O)OCC(=O)c1ccc(OC)c(OC)c1 | 13.1 | 0.4 | 3.4 | -15.3 | -5.4 | -0.7 | 1.2 | -7.9 | -2.1 | -5.4 | -17.6
Oc1ccccc1/C=N/Nc1nn[nH]n1 | 18.4 | -2.3 | 16.8 | -0.2 | 17.1 | 8.3 | -4.8 | -48.8 | -0.7 | -9.0 | -30.6
O=C(CCc1ccccc1)NNC(=O)CCc1ccccc1 | -0.8 | 3.9 | -4.7 | -22.2 | -2.2 | 5.9 | 0.5 | 3.1 | -4.7 | -10.0 | 5.1
COCCN(C(=S)Nc1ccccc1C)C(C)c1ccco1 (centres undefined) | 10.6 | -2.0 | -9.6 | -6.5 | -7.9 | 6.6 | 7.0 | 21.6 | -0.2 | 7.1 | 2.7
COc1ccc(/C(C)=N/NC(=O)CNC(=O)c2cccnc2)c(OC)c1 | -1.1 | -4.1 | 17.1 | -15.9 | -1.9 | 40.0 | 0.5 | 6.1 | -9.5 | -7.8 | -12.9
Cc1ccc(CNC(=S)NC2CCC(C(C)(C)C)CC2)cc1 (centres undefined) | 6.7 | 9.8 | 14.7 | -2.7 | 9.9 | -1.5 | -9.2 | 51.0* | 3.1 | -0.3 | 14.0
Cc1ccc(OCCCCCN2CCOCC2)cc1 | -11.8 | 4.3 | -8.9 | -8.5 | -16.9 | 16.5 | 3.4 | -5.6 | -0.8 | 4.8 | -5.5
CCc1[nH]c(=O)c(C#N)c2c1CCCC2 | -5.4 | -0.2 | -5.2 | -12.0 | 15.1 | 1.7 | 7.8 | -8.2 | 10.2 | -7.7 | -16.5
CCCc1cc(C(=O)Nc2cccnc2)no1 | -11.0 | -13.9 | -21.5 | -3.8 | 8.7 | -30.5 | 0.2 | -64.5 | 6.8 | 8.0 | -34.8
COc1ccc(/C=N/NC(=O)c2ccc(CSc3nc(C)cc(C)n3)cc2)cc1O | 0.4 | 1.0 | -8.9 | -40.8 | 6.2 | 18.7 | 5.0 | -4.7 | -3.3 | -11.8 | -14.5
C[C@H](CO)N1C[C@H](C)[C@@H](CN(C)Cc2ccncc2)Oc2c(NC(=O)C3CCCCC3)cccc2C1=O | 22.3 | -12.7 | -12.4 | -5.1 | 13.6 | 19.9 | -4.2 | -6.1 | 7.0 | 8.4 | 9.8
COc1ccc(/C=N/NC(=O)c2cccc(C(=O)N/N=C/c3ccc(OC)c(OC)c3)n2)cc1OC | -2.3 | . | 6.9 | 7.0 | -6.3 | -0.8 | -26.4 | -3.8 | -7.3 | -13.2 | 1.6
Cc1ccc(OCCOC(=O)CN2C(=O)NC3(CCCC3)C2=O)cc1 | 11.4 | 2.9 | -1.9 | -6.8 | 7.3 | -15.2 | -1.3 | 4.0 | 22.9 | -2.4 | 6.1
COC(=O)CNC(c1ccccc1)c1cc(Br)ccc1NS(=O)(=O)c1ccc(C)cc1 (centres undefined) | 8.1 | -8.5 | -10.9 | -21.6 | 5.3 | -15.8 | 6.3 | 17.2 | -13.0 | -6.1 | -12.1
CCOC(=O)N1CCN(C(=O)CNC(=O)Cc2ccc(Cl)cc2)CC1 | 7.2 | 11.7 | -20.6 | 6.5 | 3.1 | -16.1 | -2.8 | . | -7.0 | -1.7 | -16.8
C[C@@H]1C(=O)N(c2ccccc2)[C@@H]1c1ccncc1 | 10.8 | 7.0 | 10.1 | 0.7 | 14.0 | -2.7 | 0.6 | 6.1 | 0.7 | -12.2 | -21.6
CCCCc1c(O)cc(C)[nH]c1=O | -24.1 | 10.3 | 8.4 | -10.0 | -9.0 | -2.1 | -0.3 | -5.2 | 3.6 | -4.7 | 2.0
COc1cc(C2Nc3ccccc3C(=O)N2c2ccccc2)c(Br)cc1OCC(=O)O (centres undefined) | -0.9 | 2.4 | -36.1 | -8.1 | -6.2 | -14.0 | 9.3 | -4.0 | 7.9 | 2.8 | -1.5
c1ccc(CN(Cc2ccccc2)c2ncnc3c2nnn3Cc2ccccc2)cc1 | 7.1 | . | 0.4 | -8.0 | -10.0 | -14.2 | . | 2.7 | 0.7 | -1.8 | 10.2
CCOC(=O)c1c(-c2ccccc2)cn2c(C)cc(C)nc12 | -41.7 | -43.5 | -28.4 | -91.0 | 3.6 | -64.5 | 6.1 | -24.1 | 1.6 | 5.5 | -89.2
CCOC(=O)C1CCN(C(=O)c2cccc(S(=O)(=O)N3CCc4ccccc43)c2)CC1 | 0.3 | -2.6 | 15.3 | -19.0 | 9.0 | 13.0 | -4.2 | -50.7 | -1.3 | -7.7 | 4.7
CC1CCCC(C)N1NC(=O)c1cccc(S(=O)(=O)N2CCc3ccccc32)c1 (centres undefined) | 3.6 | 3.0 | -14.7 | 2.6 | 1.5 | 4.5 | 11.2 | -2.9 | -2.8 | 0.1 | -3.3
O=C(c1ccc2c(c1)OCO2)N1CCCC1 | -15.8 | 4.7 | 6.1 | 1.8 | -3.4 | 0.8 | -2.3 | -0.3 | -10.3 | 2.0 | 4.4
CC1(C)CC(=O)c2c(-c3cccs3)n[nH]c2C1 | 5.1 | 17.6 | 8.9 | -7.1 | 0.6 | -35.7 | -1.3 | 33.6 | 5.5 | 0.6 | 18.4
COc1ccc(NC(=O)c2sc3nc(N4CCOCC4)c4c(c3c2N)CC(C)(C)OC4)c(OC)c1 | -11.7 | -4.0 | 29.2 | -10.5 | 31.6 | -4.9 | 0.0 | 3.1 | -4.0 | -12.2 | 14.1
Cc1[nH]nc2c1C(c1c[nH]c3ccccc13)C(C#N)=C(N)O2 (centres undefined) | 18.0 | -11.9 | -5.5 | 8.7 | -9.1 | 14.5 | . | -3.7 | 5.4 | -11.7 | -2.1
O=C(OC[C@@H]1CCCN2CCCC[C@H]12)c1cc2ccccc2oc1=O | 4.0 | -0.5 | -9.7 | 13.5 | -9.4 | 17.5 | -2.8 | 8.6 | 1.3 | -14.8 | -23.3
O=C(c1ccc([N+](=O)[O-])o1)N1CCN(c2nc3c(F)cc(F)cc3s2)CC1 | 16.4 | -24.4 | -9.8 | -4.6 | 31.5 | 54.0 | -11.1 | -4.1 | . | 7.6 | 3.5
CCOC(=O)c1c(C)[nH]c(C(=O)OCc2ccc([N+](=O)[O-])cc2)c1C | 1.1 | 1.3 | 12.7 | -24.0 | -7.6 | 8.6 | 5.3 | 3.0 | 2.7 | 3.9 | -9.4
O=C(NCCNC(=O)c1ccc(-c2ccc(Cl)c(Cl)c2)o1)c1cnccn1 | 15.3 | -14.2 | -18.9 | 8.8 | -0.5 | -10.9 | 1.4 | -10.3 | 1.9 | -7.7 | -33.0
CCOc1ncccc1C(=O)N1CCN(c2cccc(C)c2C)CC1 | 17.7 | 4.3 | -50.9 | 8.0 | -40.3 | 33.6 | 1.6 | 17.1 | 2.1 | 9.2 | 33.2
CCCCc1ccc(NC(=S)NCCc2ccc(F)cc2)cc1 | 16.5 | -10.3 | 0.3 | 3.1 | -3.3 | -8.0 | -1.7 | -21.2 | -5.8 | -6.7 | 10.3
CCCNC(=O)C1(C)CCN(Cc2csc3ccccc23)C1 (centres undefined) | 10.6 | . | 4.3 | -5.5 | -0.8 | 13.0 | . | 3.6 | 4.4 | -11.5 | 7.0

2 entries from above in another layout.
Order of values: NCOA3 inh, EBV LMP1 NFkB, COUP-TFII inh, SRC1 inh, C8 TRAIL sens, LRH-1 inv ag, TLR9-MyD88 inh, TROY NFkB inh, Vif inh, NOD2-RIPK2 inh, SRC2 inh
> O=C(c1ccc([N+](=O)[O-])o1)N1CCN(c2nc3c(F)cc(F)cc3s2)CC1
  16.4, -24.4, -9.8, -4.6, 31.5, 54.0, -11.1, -4.1, ., 7.6, 3.5
> O=C(NCCNC(=O)c1ccc(-c2ccc(Cl)c(Cl)c2)o1)c1cnccn1
  15.3, -14.2, -18.9, 8.8, -0.5, -10.9, 1.4, -10.3, 1.9, -7.7, -33.0

Assay outcomes (PubChem)

The list is partial; rates above refer to the full screens.
